High-throughput results from PubChem.
Gal4-VP16 FLuc – inhibits Gal4-VP16 luciferase reporter, ROR gamma counter-screen | Drosophila S2 Gal4-VP16 UAS-luciferase, luminescence, 20 h | Potency, µM (doses to about 53.6 µM), for inactives: top-dose activity, negative = inhibition, usual class: inhibitors | 310,000 tested, 3.5% active | AID 2546;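 also: Gal4-VP16 expression switched on by copper sulfate through the metallothionein promoter; potency is read from the fitted curve at half-maximal effect; % is scaled to controls: 0 for no effect and ±100 for the full control effect; nearly all actives have a fitted effect of over 50% in size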
uPA generation – cell surface uPA generation inhibition; cell surface uPA generation assay, qHTS; Potency, µM (doses to about 38.3 µM), for inactives: at the highest dose activity change, negative = inhibition, hits mostly inhibitors; 330,000 tested, 0.31% active; active = well fitted inhibition curve with a large enough effect; inconclusive = small, poorly fitted or top-dose-only effect; inactive = no such curve, though single readings can be large or run the other way; tested in mouse RAW 264.7 cells; also: potency is read from the fitted curve at half-maximal effect; % is scaled to controls: 0 for no effect and ±100 for the full control effect; nearly all actives have a fitted effect of over 55% in size
FLuc counter – firefly luciferase modulation, counter-screen for miR-21 project. purified FLuc, Km substrates, luminescence inhibition. Potency, µM (series often up to 57.5 µM), inactives show top-dose activity change, negative = inhibition, actives largely listed as inhibitors. AID 588342. 360,000 tested, 6.9% active;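 also: potency is read from the fitted curve at half-maximal effect; plate controls were vehicle for no effect and reference inhibitor for full effect; nearly all actives have a fitted effect of over 55% in size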
Target sequence (P08659 whole entry, looked up): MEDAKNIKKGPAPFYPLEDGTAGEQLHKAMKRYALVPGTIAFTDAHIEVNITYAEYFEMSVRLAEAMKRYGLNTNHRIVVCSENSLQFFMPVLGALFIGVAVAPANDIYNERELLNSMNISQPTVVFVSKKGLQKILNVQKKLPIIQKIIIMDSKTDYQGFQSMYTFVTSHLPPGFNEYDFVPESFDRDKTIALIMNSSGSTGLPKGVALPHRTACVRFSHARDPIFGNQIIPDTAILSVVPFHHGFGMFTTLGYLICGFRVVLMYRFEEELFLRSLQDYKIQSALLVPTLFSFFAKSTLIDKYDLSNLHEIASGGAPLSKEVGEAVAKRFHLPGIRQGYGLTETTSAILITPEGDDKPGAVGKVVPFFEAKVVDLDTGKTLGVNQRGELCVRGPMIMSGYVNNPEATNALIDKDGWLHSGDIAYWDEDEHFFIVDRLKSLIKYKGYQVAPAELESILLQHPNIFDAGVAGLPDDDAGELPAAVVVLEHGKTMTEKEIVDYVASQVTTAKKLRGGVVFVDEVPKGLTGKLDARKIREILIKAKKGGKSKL
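Purified P. pyralis luciferase, 10 nM final, with Km-level 10 uM D-luciferin and 10 uM ATP in 50 mM Tris acetate pH 7.5, 10 mM Mg acetate, 0.01% Tween-20, 0.05% BSA; 6-point qHTS titration about 60 µM downward; luminescence read.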
ELG1 genotox – induces genotoxicity in HEK293T cells with luciferase-tagged ELG1. HEK293T ELG1-luciferase reporter, luminescence, 16 h. Potency, µM (doses to about 46 µM), for inactives: top-dose activity change, positive = activation, actives largely listed as activators. 330,000 tested, 1.3% active; also: potency is read from the fitted curve at half-maximal effect; % of control where 0% means no effect; nearly all actives have a fitted effect of over 60% in size
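ELG1-luciferase HEK293T cells, 2,000/well; compound pinned in; 16 hr, 37 °C, 5% CO2; ONE-Glo, 30 min RT; luminescence on CCD imager.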
Rab9 prom act – activators of Rab9 promoter. Huh7 Rab9 promoter-luciferase reporter, luminescence, 24 h. Potency, µM (highest dose often 9.22 µM), inactives show top-dose activation, negative = inhibition, hits mostly activators. 320,000 tested, 2.8% active. AID 485297; also: potency is read from the fitted curve at half-maximal effect; % of control where 0% means no effect; nearly all actives have a fitted effect of over 60% in size
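Rab9 promoter-driven luciferase in stably transfected Huh7 cells; 1500 cells/well rested 2 h, exposed to compound in DMSO for 24 h at 37 °C, 5% CO2. Luminescence read 10 min after adding luciferase reagent at ambient temperature.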
Coupling enz – inhibits coupling enzyme system, counter-screen for aldolase hits. coupling enzyme system counterscreen, AmpLite Red fluorescence. activity change, negative = inhibition, % at 58.2 µM, hits read low. 290,000 tested, 0.67% active; in the data active = activity change below about -30%; also: % is scaled to controls: 0 for no effect and ±100 for the full control effect
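Compounds tested against the coupling enzymes alone at 57.5 uM final; readout was AmpLite Red fluorescence (525/598 nm) after 20 min at RT.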
Tb PFK inh – T. brucei PFK enzyme inhibition; AID 485367; T. brucei PFK, ADP-Glo luminescence; 330,000 tested, 0.17% active; O15648; Potency, µM (highest dose often 57.5 µM), inactives show top-dose activity, negative = inhibition, actives largely listed as inhibitors;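 also: potency is read from the fitted curve at half-maximal effect; 0% = uninhibited 1x PFK enzyme wells and -100% = no-enzyme wells; nearly all actives have a fitted effect of over 60% in size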
Target sequence (O15648 whole entry, looked up): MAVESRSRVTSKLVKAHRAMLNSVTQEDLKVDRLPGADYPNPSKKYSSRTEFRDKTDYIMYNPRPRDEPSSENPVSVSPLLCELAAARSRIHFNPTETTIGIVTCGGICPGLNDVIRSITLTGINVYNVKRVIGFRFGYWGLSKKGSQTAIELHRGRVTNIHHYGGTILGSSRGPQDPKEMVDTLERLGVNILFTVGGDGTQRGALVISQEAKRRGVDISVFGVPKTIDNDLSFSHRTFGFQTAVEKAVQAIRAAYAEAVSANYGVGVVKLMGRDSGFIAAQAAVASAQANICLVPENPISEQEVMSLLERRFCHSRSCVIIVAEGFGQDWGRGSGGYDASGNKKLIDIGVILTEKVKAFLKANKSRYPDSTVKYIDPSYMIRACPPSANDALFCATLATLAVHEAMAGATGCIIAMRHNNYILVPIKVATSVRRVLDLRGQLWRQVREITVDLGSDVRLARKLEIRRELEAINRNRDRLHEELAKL
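Activity is normalized to no-enzyme wells (full inhibition) and 1.25 nM enzyme wells (no inhibition). Reaction: 0.5 mM F6P, 0.1 mM ATP, 45 min RT, ADP-Glo luminescence; concentration-response curves fitted and classed by quality.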
NPC1 promoter act – NPC1 promoter activation | Potency, µM (doses to about 9.22 µM), for inactives: top-dose activation, usual class: activators | AID 485313 | Huh7 NPC1 promoter luciferase reporter, 24 h | 320,000 tested, 2.4% active;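 also: potency is read from the fitted curve at half-maximal effect; % of control where 0% means no effect; nearly all actives have a fitted effect of over 60% in size; reporter is driven by a mutant NPC1 promoter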
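NPC1 promoter–luciferase Huh7 cells; 24 h compound; luminescence.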
KCNH2 3.1 inh – KCNH2 3.1 (human) potassium channel inhibition. U2OS KCNH2 3.1, thallium flux FluxOr; active compounds read low. activity change, % (tested at about 1.8 µM). 340,000 tested, 0.95% active;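 active = maximum activity change below -70%; inconclusive = maximum activity change from -70% to -50%; inactive = maximum activity change above -50%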;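 also: thallium influx rate constant from kinetic fluorescence after stimulation buffer; % is scaled to controls: 0 for no effect and ±100 for the full control effect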
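Virally transduced U2OS (3.1 isoform, 4 h infection in dark at RT) → overnight 37 C → FluxOr + Red40 in HBSS/HEPES, 45 min → stimulation buffer, 2 min kinetic read → rate constant vs DMSO controls.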
RORg inh – inhibitors of mouse ROR gamma transcriptional activity. P51450. Drosophila S2 Gal4-RORgamma UAS-luciferase reporter, 20 h. Potency, µM (doses to about 53.6 µM), without a hit: at the top dose activity change, negative = inhibition, most hits filed as inhibitors. 310,000 tested, 5.4% active; also: potency is read from the fitted curve at half-maximal effect; % is scaled to controls: 0 for no effect and ±100 for the full control effect; nearly all actives have a fitted effect of over 60% in size
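A Gal4/UAS one-hybrid system in insect cells: metallothionein-promoter Gal4–ROR gamma fusion plus Photinus luciferase reporter. Copper sulfate 700 uM final, 20 hr ambient incubation, luminescent detection after 10 min with reagent.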
Giardia killer – kills Giardia lamblia; Giardia lamblia trophozoite viability; activity change, % at 7.66 µM, hits read low; 340,000 tested, 0.15% active; in the data active = activity change below about -80%; inconclusive = between about -30% and that limit;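 also: parasites exposed to compound for two days anaerobically before the ATP read; % is scaled to controls: 0 for no effect and ±100 for the full control effect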
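Compounds were tested on trophozoites seeded at 100 cells/well and held 48 hrs at 37 deg C anaerobically. An ATP-based luminescent kit measured the remaining live cells.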
The depositor's hits bear a star; ? = inconclusive; · = not tested or not shown; & = joins results of further samples; [ ] = another dose, or the depositor's remark. Unless noted, calls follow the shape of the dose curve; as a rule, active = well fitted curve in the direction sought with a large enough effect; inconclusive = small, poorly fitted or top-dose-only effect, or another doubt; inactive = no such curve, though single readings can be large; an effect the other way counts as inactive or inconclusive.

SMILES	Gal4-VP16 FLuc	uPA generation	FLuc counter	ELG1 genotox	Rab9 prom act	Coupling enz	Tb PFK inh	NPC1 promoter act	KCNH2 3.1 inh	RORg inh	Giardia killer
CCSc1ncccc1C(=O)N[C@@H](CCSC)C(=O)OC	-4%	3%	0%	1%	-4%	1	-3%	2%	-3	-7%	9
Cc1nn(C)c(C)c1S(=O)(=O)NC1CCCc2ccccc21 (stereo not given)	-4%	7%	-2%	0%	-7%	0	0%	1%	11	0%	39[activator]
CC(=O)c1ccc(-c2ccc(C(=O)Nc3nc(-c4ccccn4)cs3)o2)cc1	·	?	·	8%	·	·	2%	·	-6	·	-29
CCOc1ncccc1C(=O)OCC(=O)c1ccc(OC)c(OC)c1	-3%	2%	-6%	4%	1%	1	9%	-3%	-9	40%	-5
Nc1ccccc1SCc1cn2cccnc2n1	7%	-9%	-20%	?	0%	-4	-4%	17%	32	32%	?
CC(OC(=O)C1CCN(c2ccc(C(F)(F)F)cn2)CC1)C(=O)Nc1ccc(S(N)(=O)=O)cc1 (stereo not given)	25%	1%	?	-3%	11%	·	0%	14%	5	?	8
O=C1C2CCCCN2C(=O)N1CCN1CCN(c2ccc([N+](=O)[O-])cc2)CC1 (stereo not given)	5%	3%	9%	-9%	-5%	6	-2%	-4%	-18	3%	7
O=C(C1CCCO1)N(c1ccc(F)cc1)C1C=CS(=O)(=O)C1 (stereo not given)	?	11%	1%	1%	13%	0	-2%	-4%	22	-1%	-17
COCCn1c(=N)c(S(=O)(=O)c2ccc(F)cc2)cc2c(=O)n3cccc(C)c3nc21	1%	0%	2%	-3%	-6%	·	4%	-5%	-11	-14%	4
CC(=O)c1ccccc1OC(=O)c1ccco1	8%	-6%	-3%[2.3 µM]	-1%	3%	3	-8%	-1%	0	-3%	6
Cc1ccc(C(C)(C)C)cc1S(=O)(=O)Nc1ncnc2sccc12	·	-4%	·	-1%	-3%	·	-6%	1%	3	·	-13
O=C(NCc1ccco1)C1CC(c2ccccc2C(F)(F)F)=NO1 (stereo not given)	22%	?	-4%	2%	-4%	6	1%	2%	5	1%	-2
COc1ccc(OC)c(Nc2nc(NCCO)c3ccccc3n2)c1	-3%	-3%	-15%	-6%	-1%	-1	-7%	2%	16	?	6
COc1ccc(NC(=O)CC2Oc3ccccc3NC2=O)cc1 (stereo not given)	23%	4%	2%	0%	-3%	0	-11%	3%	-3	?	-10
Cc1ccc(S(=O)(=O)N2CCN(C(=O)c3ccccc3OCc3c(C)noc3C)CC2)cc1C	·	-5%	4%	1%	-4%	·	1%	-3%	0	·	-1
COc1ccc(Cn2c(O)c(C=Nc3ccccc3)c3ccccc3c2=O)cc1	1%	-1%	-2%	2%	-13%	-3	3%	-6%	-7	15%	-6
COc1cc2c(cc1OC)-c1nnc(C)n1C1(CCCC1)C2	2%	6%	2%	6%	-4%	2	5%	0%	-11	-12%	-11
CC(=O)Nc1ccc2c(c1)NC(=O)CC2	2%	-6%	-2%	2%	-6%	0	-3%	1%	·	-19%	-8
CC(=O)N1CCN(C(=O)c2ccc(Cl)c(S(=O)(=O)N3CCCCCC3)c2)CC1	·	-15%	-1%	0%	-3%	·	0%	-3%	4	·	-18
COCCNC(=O)CSc1nc2nn(-c3ccccc3)c(=O)c-2c2n1CCCCC2	4%	-5%	1%	4%	0%	-2	0%	-6%	7	0%	-1
CCCCN(C(=O)C1CC(=O)N(Cc2ccc(C)cc2)C1)c1c(N)n(CCCC)c(=O)[nH]c1=O (stereo not given)	·	-17%	1%	3%	0%	·	0%	1%	-17	·	20
COc1cc(/C=C2\CCCc3c2nc2ccccc2c3C(=O)O)cc([N+](=O)[O-])c1O	-5%	-4%	?	0%	1%	5	-6%	-42%[inhibitor]	2	-19%	-13
CCN(CCO)C(=O)c1ccc2oc(Cc3ccc(Cl)cc3)nc2c1	2%	9%	2%	1%	0%	1	-5%	-5%	-2	17%	-16
O=C(CSc1cccc[n+]1[O-])Nc1cc([N+](=O)[O-])ccc1Cl	-8%	-2%	-2%	-3%	-1%	2	-21%	-4%	4	-17%	-8
O=[N+]([O-])c1cc([N+](=O)[O-])c2n[nH]c(-c3ccccc3)c2c1	-6%	-7%	6%	-1%	-1%	1	6%	-23%	10	-12%	-1
Cc1ccc(NC(=O)NCC2CCN(Cc3cccc(Cl)c3)CC2)cc1Cl	-24%	1%	-2%&-2%	-7%	-2%	1	?	-4%	?	20µM*	-10
COc1ccc(N2C(=O)CC(N3CCN(C(=O)c4ccco4)CC3)C2=O)cc1 (stereo not given)	0%	4%	-2%	-2%	-4%	0	0%	1%	21	-9%	0
O=C(NCCc1cccs1)c1ccc(CS(=O)Cc2ccc(Cl)cc2)o1 (stereo not given)	4%	-5%	-1%	2%	1%	·	-4%	-1%	-22	1%	9
CC(Oc1ccc(F)cc1)C(=O)Nc1cc(S(=O)(=O)N2CCOCC2)ccc1N1CCCC1 (stereo not given)	12%	-2%	-1%	-6%	1%	0	-9%	-2%	-5	3%	7
O=C(Cc1cccc2ccccc12)NNC(=O)c1ccc(Br)o1	-5%	24%	5%	-1%	0%	1	0%	-4%	-7	14%	7
O=C(c1cccnc1)N1N=C(c2cccs2)CC1c1ccc(F)cc1 (stereo not given)	-8%[10 µM]	1%	-3%	-9%	-4%	4	-6%	-3%	2	-12%	4
NS(=O)(=O)c1cc(C(=O)OC2CCOC2=O)ccc1Cl (stereo not given)	-4%	4%	5%	0%	7%	·	-1%	-7%	-7	-32%	-9
COc1ccc(OCCC(=O)Nc2nccs2)cc1	?	4%	?	8%	12%	0	3%	1%	-4	?	-3
CN(C)/C=N/c1ncc(C(=O)c2ccccc2)s1	-4%[0.365 µM]	1%	15µM*	9.2µM*	3.2µM*	-2	-2%	2.8µM*	-9	?	19
CCOC(=O)C1=C(C)OC(N)=C(C(=O)OCC)C1c1cccnc1 (stereo not given)	3%	·	1%	0%	-5%	0	-5%	2%	-15	-19%	14
O=C(Nc1ncccc1O)c1ccc(Cl)c(S(=O)(=O)N2CCCCC2)c1	·	14%	-14%	-6%	-4%	·	-4%	1%	0	·	7
COc1ccc(Cl)cc1NC(=O)CN(C)C(=O)CNC(=O)C12CC3CC(CC(C3)C1)C2	5%	3%	-1%	2%	-1%	1	1%	5%	17	19%	7
O=C(c1ccco1)n1nc(-c2ccc(Cl)cc2)nc1NCc1ccco1	-5%	-1%	0%	·	·	-1	·	·	-24	23%	7
CCn1cc(C(=O)Nc2ccc(NC(=O)c3ccco3)cc2)c(=O)c2ccc(C)nc21	-12%	-8%	4%	4%	-1%	2	1%	-3%	5	4%	31[activator]
COc1ccc(C)cc1NC(=O)C(=O)N/N=C(\C)CC(=O)Nc1cccnc1	9%	-1%	4%	1%	-1%	2	3%	-2%	-11	-39%	9
CC(=O)Nc1cccc(-c2cn3ccccc3n2)c1	-20%	-5%	19µM*	13%	27%	3	0%	16%	-6	3%	-3
CCCCn1c(NCc2ccccc2NS(=O)(=O)c2ccc(C)cc2)nc2ccccc21	-8%	-13%	7%	-5%	0%	-3	21%	-2%	-11	-17%	1
C=CCN(c1ccccc1)S(=O)(=O)c1cccc(C(=O)NC2CCC(O)CC2)c1 (stereo not given)	·	-5%	-1%	2%	-1%	·	0%	-1%	-7	·	7
COc1ccc(-c2ccc(SCC(=O)c3cccs3)nn2)cc1	-1%	4%	11µM*	?	27%	-16	2%	12%	-13	0%	8
Cc1ccc2cc(/C=C3\N=C(c4ccccc4)OC3=O)c(N3CCOCC3)nc2c1	-4%	2%	1%	0%	-3%	5	-1%	1%	5	-8%	7
Cc1ccccc1C(=O)N[C@H](C(=O)OCC(=O)c1ccc[nH]1)C(C)C	7%	6%	-1%	2%	2%	0	0%	9%	-3	0%	2
COc1ccc(S(=O)(=O)N2CCCC2C(=O)Nc2ccc(C)cc2)cc1 (stereo not given)	-23%	6%	5%	-6%	-1%	0	5%	1%	-13	41%	2
O=c1c2ccccc2c(-c2ccc(Br)cc2)nn1Cc1ccccc1	-14%	3%	3%	-3%	-3%	1	1%	0%	-23	24%	1
CC1=C(SCCC#N)S/C(=C2\SC(C)=C(SCCC#N)S2)S1	?	-18%	-5%	4%	5%	-2	-22%	0%	-8	?	-6
CSc1nc(O)c(Cc2ccccc2)c(=O)[nH]1	-13%	7%	-4%	-3%	0%	3	-2%	8%	-42	7%	27
Cc1cccc(-n2cnc(C(=O)NC3CCCCCC3)c2)n1	1%	-4%	15µM*	?	3.5µM*	-1	-1%	2.5µM*	4	-4%	-7
